Source: PubChem BioAssay (Broad Institute)
INS-1E GSIS act = GLuc luminescence reporter in INS-1E cells, primary screen for activators of glucose-dependent secretion of insulin | activation, % at 16.6 µM | 370,000 tested, 0.61% active | INS-1E GLuc reporter insulin secretion, 2-3 h | AID 743287;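 active = lowest replicate activation of at least 40%, so every replicate reaches that level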;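 also: 0% = median of neutral control wells and 100% = median of IBMX positive control wells; some compounds called inactive have numbers as strong as hits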
F508del corr = correctors of CFTR F508del function in bronchial epithelial cells; CFBE cells, YFP halide quenching; stimulated with forskolin plus potentiator P3; % fluorescence drop versus neutral controls; 350,000 tested, 0.36% active; activity (quench increase), % at 7.58 µM;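 active = mean added fluorescence quench of at least 8% versus neutral control, with both replicates also reaching 8%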;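 also: cells transiently co-express mutant CFTR-F508del with the halide-sensitive YFP; corrector assay measuring rescue of mutant channel to the surface after 24 h compound exposure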
PGC1a acetyl inh = modulators of PGC1a acetylation. U2OS PGC1a acetylation, AlphaScreen anti-acetyl-lysine; with virally co-expressed GCN5 acetyltransferase. inhibition, % at 15.6 µM. 350,000 tested, 0.17% active;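 active = every replicate shows inhibition of at least 40%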;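 also: 0% = neutral control wells and 100% = positive control wells; some results beyond the cut were filed as inactive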
* = called active by the depositor. A portion of the library; the hit share may differ from the screen's.

nr	Structure	F508del corr	PGC1a acetyl inh	INS-1E GSIS act
1	Cc1ccc(-c2ccc([C@H]3[C@H]4CN(C(=O)Nc5ccc(F)cc5)CC(=O)N4[C@H]3CO)cc2)cc1	2.0	5.2	-33.1
2	CCCC(=O)N1CCC2(CC1)CN(S(C)(=O)=O)[C@@H](CO)c1c2c2ccc(OC)cc2n1C	-2.3	4.3	40.3
3	O=C(O)c1cccc(-n2cccc2/C=C\[N+](=O)[O-])c1	2.7	-6.3	0.3
4	COc1ccc(S(=O)(=O)N2CC3(CN(Cc4ccccc4OC)[C@@H](CO)c4[nH]c5cc(OC)ccc5c43)C2)cc1	0.3	-22.2	5.2
5	c1ccc(-c2csc(-n3cccn3)n2)cc1	-2.8	-5.3	-8.7
6	COc1cc(/C=C(\C#N)c2nc3ccccc3s2)cc([N+](=O)[O-])c1O	-2.5	-1.2	-21.3
7	C[C@@H](NC(=O)[C@@H]1[C@@H](CO)[C@@H]2Cn3c(ccc(C4=CCCC4)c3=O)[C@H]1N2C(=O)C1CC1)c1ccccc1	3.2	-4.4	-13.2
8	COc1ccc2c3c([nH]c2c1)[C@@H](CO)N(C(=O)Nc1cccc(F)c1)CC31CCN(CC2CC2)CC1	1.6	-14.1	-8.8
9	COc1ccc2c3c(n(C)c2c1)[C@@H](CO)NCC31CN(Cc2ccc(Cl)cc2)C1	-1.7	-1.7	1.6
10	CCC(=O)N1CC(=O)N2[C@H](CO)[C@H](c3ccc(C#CCc4ccccc4)cc3)[C@@H]2C1	1.2	-9.0	2.2
11	COc1ccc2c3c([nH]c2c1)[C@@H](CO)N(S(C)(=O)=O)CC31CCN(Cc2cccc(F)c2)CC1	5.2	-9.2	-13.5
12	O=C(CC1CC1)N1CC2(C1)[C@H](c1ccccc1)[C@H](CO)N2CC1CCOCC1	-0.7	6.8	-1.0
13	COc1ccc(NC(=O)N2CC(=O)N3[C@H](C2)[C@H](c2ccc(C#CCC4CCCC4)cc2)[C@@H]3CO)cc1	4.3	-6.2	-10.0
14	COc1cccc(/C=C/C(=O)OCC(=O)Nc2ccc(Cl)c(S(=O)(=O)N(C)C)c2)c1	1.0	6.3	-7.7
15	COc1ccc2c3c([nH]c2c1)[C@H](CO)N(C(=O)c1ccncc1)CC31CN(C(=O)CC2CC2)C1	1.1	2.8	7.7
16	CN(C)CC(=O)N1CC2(C1)[C@H](c1ccccc1)[C@@H](CO)N2S(=O)(=O)c1ccccc1	1.0	1.1	11.3
17	O=C(C1CCC1)N1CC(=O)N2[C@@H](CO)[C@@H](c3ccc(C4=CCCCC4)cc3)[C@@H]2C1	-0.7	-7.0	-7.5
18	C[C@H](CO)N1C[C@H](C)[C@H](CN(C)Cc2ccc(C(F)(F)F)cc2)Oc2ccc(NC(=O)CCCCCC(=O)Nc3ccccc3N)cc2C1=O	-0.5	-12.7	4.0
19	COc1ccc(NC(=S)NCc2ccccn2)cc1OC	-2.2	-9.5	9.9
20	O=C(Nc1nccs1)[C@@H]1[C@@H](CO)[C@@H]2Cn3c(cccc3=O)[C@@H]2N1C(=O)C1CCCC1	5.5	3.6	9.5
21	O=C(C1CCCCC1)N1CC(=O)N2[C@H](CO)[C@H](c3ccc(-c4cccnc4)cc3)[C@H]2C1	0.2	3.6	2.2
22	CCN(CC)c1ccc(/C=N/NC(=O)c2cnccn2)cc1	11.1*	14.2	1.7
23	CCN(CC)CCNC(=O)c1cc2cc(Br)ccc2s1	-0.7	5.5	3.5
24	NC(=S)N/N=C1\CC(n2nnn(-c3cccc(Cl)c3)c2=S)C2COC1O2 (centres undefined)	-3.6	0.0	-27.3
25	Cc1cc(=O)n(C)c(=O)n1CCCCOc1ccc([N+](=O)[O-])cc1	1.5	-0.1	7.3
26	O=C(Cn1cc([N+](=O)[O-])cn1)N1CCCc2ccccc21	0.9	-0.5	21.1
27	O=C(CSc1n[nH]c(-c2ccccc2F)n1)NCC(=O)Nc1ccc(F)c(F)c1F	-1.8	-4.0	15.3
28	CCCNC(=O)N1CCC2(CC1)CN(C(=O)CC1CC1)[C@H](CO)c1[nH]c3cc(OC)ccc3c12	-1.5	5.7	2.4
29	Cc1ccccc1C(=O)c1cccn1CC(=O)NCCCN1CCc2ccccc2C1	-0.3	1.7	16.3
30	Cc1cccc(NC(=O)COc2cccc3c2CCN(C)C3=O)c1C	0.0	2.6	-1.5
31	CCCNC(=O)N1CC(=O)N2[C@H](C1)[C@@H](c1ccc(C#Cc3cccc(F)c3)cc1)[C@@H]2CO	1.6	-9.8	-13.6
32	CCOCCCNC(=S)N1C2CCC1CC(NC(=O)Nc1ccc(C(=O)OCC)cc1)C2 (centres undefined)	-2.9	-8.4	-22.0
33	CCCNC(=O)N1CC2(CCN(Cc3cccnc3)CC2)c2c(n(C)c3cc(OC)ccc23)[C@H]1CO	-3.2	1.3	-15.6
34	C[C@@H]1CN([C@H](C)CO)C(=O)c2cc(NC(=O)CCCCCC(=O)Nc3ccccc3N)ccc2O[C@@H]1CN(C)C(=O)NC1CCCCC1	-3.7	2.6	3.1
35	COc1cc(CN2CC3(CN(S(=O)(=O)c4cn(C)cn4)C3)c3c(n(C)c4cc(OC)ccc34)[C@@H]2CO)cc(OC)c1	2.1	-1.2	-11.0
36	CCCC#Cc1ccc([C@@H]2[C@H]3CN(C(=O)Nc4ccccc4F)CC(=O)N3[C@H]2CO)cc1	0.4	3.6	-1.9
37	COc1ccccc1S(=O)(=O)N[C@H]1CC[C@H](CC(=O)NCc2cc(F)cc(F)c2)O[C@@H]1CO	-0.2	21.0	6.8
38	COc1ccc(C#Cc2ccc([C@H]3[C@@H](CO)N4C(=O)CN(C(=O)c5cccnc5)C[C@H]34)cc2)cc1	2.5	-6.6	6.4
39	C[C@H]1CN([C@@H](C)CO)C(=O)c2cccc(NC(=O)CCCCCC(=O)Nc3ccccc3N)c2O[C@H]1CN(C)C(=O)Nc1ccc(C(F)(F)F)cc1	-0.2	-15.2	9.2
40	Nc1nnnn1CC(=O)N/N=C/c1ccc(-c2cccc(Cl)c2)o1	-2.6	-3.7	-7.3
41	CN(C)CC(=O)N1CC2(C1)[C@H](c1ccccc1)[C@H](CO)N2Cc1ccccc1F	-2.3	0.5	1.1
42	O=C(C[C@H]1C=C[C@H](NC(=O)C2CCOCC2)[C@@H](CO)O1)Nc1ccccc1	1.4	2.7	7.5
43	C[C@H]1CN([C@@H](C)CO)C(=O)Cc2cc(NC(=O)c3ccncc3)ccc2O[C@@H]1CN(C)Cc1ccc(C(=O)Nc2ccccc2N)cc1	-3.7	-2.8	25.8
44	C/C=C/c1ccc([C@@H]2[C@H](CO)N(S(C)(=O)=O)C23CN(C(=O)CC)C3)cc1	-2.5	29.3	1.1
45	COc1cccc(-c2ccc([C@H]3[C@H](CO)N(C(C)=O)C34CN(C(C)=O)C4)cc2)c1	0.6	-4.0	-3.9
46	O=C(Cc1ccccc1)N1CC(=O)N2[C@H](CO)[C@H](c3ccc(C#Cc4ccccc4)cc3)[C@@H]2C1	5.2	-12.1	-5.5
47	COc1ccc2c3c(n(C)c2c1)[C@@H](CO)N(C(=O)c1cnccn1)CC31CN(C)C1	-0.7	8.3	6.8
48	C[C@H]1CN([C@@H](C)CO)C(=O)Cc2cc(NC(=O)Nc3ccc(F)cc3)ccc2O[C@@H]1CN(C)Cc1ccc(C(=O)Nc2ccccc2N)cc1	3.3	12.0	14.2
49	CCCN1C[C@H](C)[C@H](OC)CN(C)C(=O)c2ccc(NC(=O)CC(F)(F)F)cc2OC[C@@H]1C	0.6	7.3	0.9
50	CCC(=O)N1CC2(CN(Cc3ccc(Cl)cc3)C2)c2c([nH]c3cc(OC)ccc23)[C@H]1CO	3.9	6.5	-18.1
51	CCN(CC)S(=O)(=O)c1cc(C(=O)Nc2cccnc2Cl)ccc1Cl	-1.3	-11.6	2.7
52	O=C(CSc1nnc2c(n1)[nH]c1ccc(F)cc12)N1CCOCC1	2.7	-1.2	9.0
53	Cc1cc(C)nc(SCSc2nc(C)cc(C)n2)n1	0.0	11.1	-3.0
54	CCCNC(=O)N1CC2(C1)CN(C(=O)c1ccncc1)[C@H](CO)c1[nH]c3cc(OC)ccc3c12	-0.6	2.8	9.8
55	Cc1cccc(-c2ccc([C@@H]3[C@H]4CN(S(=O)(=O)c5cccc(F)c5)CC(=O)N4[C@H]3CO)cc2)c1	5.8	2.5	-0.1
56	Cc1ccc(-c2ccc([C@@H]3[C@H](CO)N4C(=O)CN(C(=O)c5ccccc5)C[C@@H]34)cc2)cc1	2.6	1.2	-17.8
57	O=C(c1ccncc1)N1CC(=O)N2[C@H](C1)[C@H](c1ccc(-c3ccccc3)cc1)[C@@H]2CO	-1.1	11.1	-3.9
58	O=C(Nc1ccccc1)N1CC(=O)N2[C@H](C1)[C@@H](c1ccc(C#Cc3cccnc3)cc1)[C@@H]2CO	-0.5	10.9	-8.5
59	COc1cc(-c2onc3ccc(Br)cc23)cc(OC)c1OC	5.6	1.4	3.1
60	N#C/C(=C\c1ccc(-c2ccc(C(=O)O)cc2)o1)c1nc2ccccc2[nH]1	3.9	3.4	5.1

(listing goes on)
nr	Structure	F508del corr	PGC1a acetyl inh	INS-1E GSIS act
61	O=C(Nc1cc(F)ccc1F)N1CC(=O)N2[C@H](C1)[C@H](c1ccc(-c3cccnc3)cc1)[C@@H]2CO	-0.5	-5.7	23.1
62	C[C@@H]1CN([C@@H](C)CO)C(=O)c2cc(NS(C)(=O)=O)ccc2O[C@@H]1CN(C)Cc1ccc(C(=O)Nc2ccccc2N)cc1	-0.9	6.1	6.4
63	COc1ccccc1NC(=O)N1CC(=O)N2[C@H](CO)[C@H](c3ccc(-c4ccccc4)cc3)[C@@H]2C1	-4.4	4.0	-10.1
64	COc1ccc2c3c([nH]c2c1)[C@H](CO)N(Cc1cccc(Cl)c1)CC31CCN(C)CC1	0.2	-0.9	4.3
65	O=C(c1cnccn1)N1CC(=O)N2[C@@H](CO)[C@H](c3ccc(C#CCc4ccccc4)cc3)[C@@H]2C1	-0.4	-1.8	-5.9
66	O=C1CN(S(=O)(=O)Cc2ccccc2)C[C@H]2[C@H](c3ccc(C#Cc4ccc(F)cc4)cc3)[C@@H](CO)N12	6.0	-5.4	-9.8
67	C/C=C/c1ccc([C@H]2[C@H]3CN(Cc4ccccc4)CC(=O)N3[C@H]2CO)cc1	1.2	9.4	9.4
68	CCOC(=O)C1CCCN(Cc2cc(=O)oc3cc(C)c(C)cc23)C1 (centres undefined)	0.8	-0.7	5.9
69	C[C@@H]1CN([C@@H](C)CO)C(=O)Cc2cc(NC(=O)Nc3ccccc3)ccc2O[C@H]1CN(C)Cc1ccc(C(=O)Nc2ccccc2N)cc1	-1.1	2.6	17.7
70	Cc1ccc(N=C(NOCc2ccc(Cl)cc2Cl)c2nonc2N)c(C)c1	-1.4	-14.7	-1.0
71	COCC(=O)N1[C@@H]2c3ccc(C4=CCCC4)c(=O)n3C[C@@H]2[C@@H](CO)[C@@H]1C(=O)N1CCN(C)CC1	-0.4	6.0	-3.8
72	O=C(c1ccc(F)cc1)N1CC(=O)N2[C@H](C1)[C@H](c1ccc(-c3ccccc3)cc1)[C@@H]2CO	-1.8	-11.6	-16.3

5 neighbouring compounds from above, quoted:
nr	Structure	F508del corr	PGC1a acetyl inh	INS-1E GSIS act
66	O=C1CN(S(=O)(=O)Cc2ccccc2)C[C@H]2[C@H](c3ccc(C#Cc4ccc(F)cc4)cc3)[C@@H](CO)N12	6.0	-5.4	-9.8
67	C/C=C/c1ccc([C@H]2[C@H]3CN(Cc4ccccc4)CC(=O)N3[C@H]2CO)cc1	1.2	9.4	9.4
68	CCOC(=O)C1CCCN(Cc2cc(=O)oc3cc(C)c(C)cc23)C1 (centres undefined)	0.8	-0.7	5.9
69	C[C@@H]1CN([C@@H](C)CO)C(=O)Cc2cc(NC(=O)Nc3ccccc3)ccc2O[C@H]1CN(C)Cc1ccc(C(=O)Nc2ccccc2N)cc1	-1.1	2.6	17.7
70	Cc1ccc(N=C(NOCc2ccc(Cl)cc2Cl)c2nonc2N)c(C)c1	-1.4	-14.7	-1.0

The results go on:
nr	Structure	F508del corr	PGC1a acetyl inh	INS-1E GSIS act
73	O=C(COc1ncnc2ccccc12)N1CCN(c2ccccc2)CC1	-2.0	-4.1	8.0
74	S=C(Nc1ccccc1)N1N=C(c2cccs2)CC1c1cccs1 (centres undefined)	-0.4	11.8	8.9
75	CC(=O)NCCCC(=O)NN1C(=S)N(Cc2ccccc2)C(=O)C1CC(=O)Nc1cccc(C)c1 (centres undefined)	0.1	4.8	-13.3
76	Cc1ccc(S(=O)(=O)N2CCOCC2)cc1C(=O)Nc1cccc(S(=O)(=O)N2CCCC2)c1	3.2	-13.5	-4.2
77	COc1ccc2c3c(n(C)c2c1)[C@H](CO)NCC31CN(S(=O)(=O)c2cccc(F)c2)C1	-1.9	3.7	15.7
78	O=C(/C=C/c1ccco1)Nc1ccc2c(c1)OCO2	-4.9	2.7	-17.6
79	C/C(=N\OC(=O)c1c(-c2ccccc2Cl)noc1C)c1nccs1	-0.7	-2.8	-1.7
80	O=C(N[C@H]1C=C[C@H](CC(=O)N2CCc3ccccc3C2)O[C@H]1CO)C1CCOCC1	1.1	10.2	15.4
81	O=C(C[C@@H]1C=C[C@H](NC(=O)Nc2ccccc2F)[C@@H](CO)O1)NCc1ccccc1	1.3	1.0	5.4
82	CCN(C(=O)CSc1nnc(-c2ccccc2Br)o1)C1CCS(=O)(=O)C1 (centres undefined)	2.5	6.4	2.4
